Source: PubChem
Rv3671c inh = Rv3671c (M. tuberculosis) protease inhibition. 320,000 tested, 0.048% active. P9WHR9. inhibition, % at 5.96 µM; in the data active = inhibition above about 38%;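 also: extracellular domain of Rv3671c used as enzyme; 0% = enzyme with DMSO and 100% = no enzyme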
PrPC surface inh = reduces human prion protein on the cell surface; cell surface PrPC, TR-FRET read-out; P04156; inhibition, % at 13.8 µM; 370,000 tested, 0.43% active; in the data active = inhibition above about 24%; also: 0% = median of the test wells and 100% = reference compound wells
FadD28 FP inh = blocks FadD28 binding to the bisubstrate probe; 360,000 tested, 0.22% active; inhibition, % at 12.5 µM; AID 588549; fluorescence polarization; in the data active = inhibition above about 8.5%, passing the limit was not always enough; inconclusive = no clear call, values can overlap the other calls
UGM FP inh = inhibitors of M. tuberculosis UDP-galactopyranose mutase | P9WIQ1 | inhibition, % at 10 µM | purified UGM, fluorescence polarization probe displacement | 320,000 tested, 0.06% active; in the data active = inhibition above about 10%, passing the limit was not always enough; inconclusive = no clear call, values can overlap the other calls
Target sequence (P9WIQ1 whole entry, looked up): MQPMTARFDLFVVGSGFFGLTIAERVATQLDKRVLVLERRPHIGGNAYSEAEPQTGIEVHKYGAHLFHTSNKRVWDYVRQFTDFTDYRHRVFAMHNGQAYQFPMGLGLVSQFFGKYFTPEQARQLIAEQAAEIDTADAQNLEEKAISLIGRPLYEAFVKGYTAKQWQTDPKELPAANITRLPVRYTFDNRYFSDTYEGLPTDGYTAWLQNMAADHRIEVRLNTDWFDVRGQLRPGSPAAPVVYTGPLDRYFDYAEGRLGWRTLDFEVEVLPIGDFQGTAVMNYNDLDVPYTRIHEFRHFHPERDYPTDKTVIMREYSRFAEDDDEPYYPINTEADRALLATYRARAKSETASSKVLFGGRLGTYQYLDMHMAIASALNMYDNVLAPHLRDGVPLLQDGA
MazF activator = activators of E. coli MazEF toxin-antitoxin RNase. FAM/BHQ RNA-DNA oligo cleavage fluorescence, 5 h. activation, % at 20 µM. 350,000 tested, 0.32% active; in the data active = activation above about 50%
Target sequence (P0AE70 whole entry, looked up): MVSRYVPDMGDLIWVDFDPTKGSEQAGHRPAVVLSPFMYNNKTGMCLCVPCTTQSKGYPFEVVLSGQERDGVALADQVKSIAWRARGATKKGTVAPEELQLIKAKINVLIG
BoNT F protease = inhibitors of Botulinum neurotoxin F light chain protease | Multiplex microsphere protease cleavage assay, flow cytometry | inhibition, % at 10 µM | AID 588497 | 360,000 tested, 0.22% active; in the data active = inhibition above about 35%, passing the limit was not always enough; inconclusive = no clear call, values can overlap the other calls; also: plate controls were buffer without enzyme for full effect and enzyme alone for no effect
FBA Mtb inh = Mtb fructose-bisphosphate aldolase inhibition | P9WQA3 | purified M. tuberculosis FBA, fluorescence read-out | inhibition, % at 1 µM | 360,000 tested, 2.3% active | AID 588726; in the data active = inhibition above about 27%;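 also: 0% = vehicle and 100% = reference inhibitor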
Target sequence (P9WQA3 whole entry, looked up): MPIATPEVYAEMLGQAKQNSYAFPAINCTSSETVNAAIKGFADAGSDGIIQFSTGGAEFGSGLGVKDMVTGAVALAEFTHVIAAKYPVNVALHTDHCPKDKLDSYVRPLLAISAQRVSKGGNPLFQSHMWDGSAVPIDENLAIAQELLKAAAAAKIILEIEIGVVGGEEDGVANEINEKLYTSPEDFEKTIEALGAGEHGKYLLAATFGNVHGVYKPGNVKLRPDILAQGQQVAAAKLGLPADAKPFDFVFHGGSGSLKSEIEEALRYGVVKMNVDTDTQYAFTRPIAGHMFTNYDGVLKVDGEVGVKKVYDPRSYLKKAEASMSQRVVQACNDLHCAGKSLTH
GDH-TPI inh = inhibits GDH-TPI coupling enzymes, artifact for Mtb FBA screen; GDH-TPI coupled enzyme counterscreen, NADH absorbance; AID 588335; 360,000 tested, 1.2% active; inhibition, % at 4.8 µM; in the data active = inhibition above about 30%;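 also: 0% = DMSO wells and 100% = wells lacking the enzyme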
BioA inh = inhibitors of Mycobacterium tuberculosis BioA enzyme; AID 602481; 360,000 tested, 0.096% active; purified M. tuberculosis BioA enzyme, plate reader; inhibition, % at 9.99 µM; in the data active = inhibition above about 40%; inconclusive = no clear call, values can overlap the other calls
The depositor's hits bear a star; ? = inconclusive; / = no result given.

SMILES	Rv3671c inh	PrPC surface inh	FadD28 FP inh	UGM FP inh	MazF activator	BoNT F protease	FBA Mtb inh	GDH-TPI inh	BioA inh
COc1ccc(-c2nnc(SCc3cccc(C)c3)n2N)cc1	2	-22	-4.2	0.0	7	-8	1	0	-0.4
COc1cc(OC)c(NC(=O)c2ccc3c(SCC(=O)O)c4c(nc3c2)CCCC4)cc1Cl	-26	-10	-5.8	-4.0	-5	-2	1	6	/
CCn1c(=O)n(CC)c2cc(S(N)(=O)=O)ccc21	8	1	-3.8	-0.6	8	-8	-1	5	-0.2
Nc1cc(=O)[nH]c(SCC(=O)Nc2ccc(Cl)c(Cl)c2)n1	3	2	-7.4	1.1	-3	-2	2	-7	0.1
Cc1ccccc1C(=O)NC1CCN(C(=O)Nc2ccc(F)cc2)CC1	2	2	-10	2.3	-1	15	0	-4	-0.4
CC(=O)Nc1ccc(S(=O)(=O)NCc2ccccn2)cc1	-2	4	-3.0	/	22	-3	-3	-3	/
CCC[C@@H](CN1CCC[C@H]1CN1C(N)=NC[C@@H]1Cc1ccccc1)N1C[C@@H](Cc2ccccc2)N(CCCC2CCCC2)C1=N	7	/	-5.8	4.6	-4	-44	0	0	-0.5
CS(=O)(=O)NCCOc1ccc(S(=O)(=O)NCCOc2ccccc2)cc1	9	0	-1.0	-1.7	8	-6	1	2	/
Cc1ccc(C(=O)N/C(=C\c2cn(C)c3ccccc23)C(=O)NCCN2CCOCC2)cc1	2	-4	2.2	-4.5	1	-7	-3	16	/
O=C(NCCCc1ccccc1)C1CCN(S(=O)(=O)c2ccc(F)cc2)CC1	1	0	-1.1	1.9	4	7	5	-11	1.3
COc1ccc(N2CCN(C(=O)COC(=O)c3cc(S(=O)(=O)N(C)C)ccc3N3CCCC3)CC2)cc1	-3	2	1.6	1.5	0	-9	2	1	-0.9
Nc1ccccc1SC(CC(=O)c1ccccc1)c1ccccc1 (stereo not given)	/	/	-2.9	/	5	-4	-3	18	-1.3
Cc1ccc(CNC(=O)[C@@H](NC(=O)C2CCN(C(=O)[C@@H]3CCCN3)CC2)C(C)C)cc1	-1	5	-1.3	1.5	-9	-12	7	13	-0.8
COc1ccccc1N1C(=O)CC(N2CCN(c3ccc([N+](=O)[O-])cc3)CC2)C1=O (stereo not given)	-8	-17	-0.3	-0.4	7	0	-3	13	0.1
CCCC(=O)Nc1nnc(S(=O)(=O)N2CCCC2)s1	4	-4	-3.1	-0.8	7	-10	0	3	-1.1
Cc1ccccc1S(=O)(=O)NC(=O)C1(C)CCN1C(=O)C1(c2ccccc2)CCCC1 (stereo not given)	/	10	-2.5	/	/	-5	0	4	-1.2
Cc1cccn2cc(-c3cc4ccccc4oc3=O)nc12	9	3	-0.1	0.0	8	-4	2	4	0.1
CCOc1ccc(NC(=O)CCc2c(C)nn(-c3ccc(N4CCCCC4)nn3)c2C)cc1	14	3	-2.6	-0.2	2	5	-1	-8	-0.4
O=C(CSc1ccccn1)N1CCOCC1	2	8	-1.3	-1.1	-2	-4	5	3	-0.4
CC(C)c1ccc(NC(=O)c2sccc2-n2cccc2)cc1	-2	5	-1.3	-1.1	-5	-9	1	0	/
Nc1ncnc(Oc2cccc(C(F)(F)F)c2)c1[N+](=O)[O-]	-2	-4	-3.5	0.2	0	0	2	1	-1.8
O=C(c1ccc(CS(=O)(=O)c2c(Cl)cccc2Cl)o1)N1CCN(c2ccccn2)CC1	2	-6	0.3	-0.5	18	0	-1	-2	-0.2
O=S(=O)(/C=C/c1ccccc1)Nc1cccc(S(=O)(=O)NC2=NCCC2)c1	3	-4	-1.9	4.9	-5	-4	-1	-5	/
COc1ccc(CNC(=O)COC(=O)/C=C/c2ccc(Cl)cc2)cc1	3	-1	-1.3	-1.2	-7	-3	3	-3	/
COc1cc(CCC(=O)NCCc2ccc(F)cc2)cc(OC)c1OC	-6	-2	-0.7	4.2	-2	2	0	-2	-1.4
New compounds follow.
SMILES	Rv3671c inh	PrPC surface inh	FadD28 FP inh	UGM FP inh	MazF activator	BoNT F protease	FBA Mtb inh	GDH-TPI inh	BioA inh
C=CCN(C(=O)c1ccccn1)C(C(=O)NCc1ccccc1)c1ccccc1F (stereo not given)	-1	-3	-0.9	1.7	3	-7	-2	2	/
Cc1ccc2c(c1)N(CC(=O)N(Cc1ccccn1)Cc1ccco1)C(=O)C(C(C)C)O2 (stereo not given)	2	1	-2.6	-0.2	-6	-10	-3	-2	3.4
Cc1ccc(-c2nc(N)n(S(=O)(=O)c3ccc(C)cc3)n2)cc1	5	2	-1.3	0.9	21	-2	6	8	/
Cc1ccc(C(=O)CSc2nnnn2C(C)C)c(C)c1	-3	-1	-3.7	-1.1	18	-5	-3	0	0.8
O=C(Cn1c2ccccc2c(=O)c2ccccc21)N/N=C/c1cc([N+](=O)[O-])ccc1N1CCCCC1	11	2	-3.9	-0.3	-2	9	2	9	-0.9
COc1cc(NC(=O)C2CCCCC2)c(OC)cc1NC(=O)CN1CCCCC1	9	2	0.0	-3.6	7	-3	2	-1	1.4
COc1ccc(NC(=O)N(C)C[C@H]2Oc3c(NS(=O)(=O)c4ccc(OC)cc4)cccc3C(=O)N([C@H](C)CO)C[C@@H]2C)cc1	5	-6	1.1	-2.4	5	-2	1	13	-3.3
COc1ccccc1C(c1nnnn1CC1CCCO1)N1CCC(C(N)=O)CC1 (stereo not given)	-1	-4	0.1	1.0	1	-14	3	-6	-4.8
CCOC(=O)C1C(=O)C=C(Nc2ccccc2F)CC1c1ccccc1 (stereo not given)	1	12	-2.6	/	-9	-2	0	1	/
Cc1ccc(-c2nc3ccc(Cl)cn3c2Cc2ccccc2C(F)(F)F)cc1	/	-3	-1.7	/	/	-2	3	/	-1.7
FC(F)Oc1ccc(NC(=S)Nn2cnnc2)cc1	-1	-6	-1.7	0.8	2	-3	4	-2	1.3
CC1=Nc2ccc(C)cc2N(Cc2ccccc2)C(=O)C1	-3	-6	-1.2	-0.5	-1	3	1	9	-2.0
CSCCC(NS(=O)(=O)c1ccc(Br)cc1)C(=O)OCC(=O)NC1CC1 (stereo not given)	-2	-1	-4.3	3.5	1	-6	-1	4	-2.2
COc1cc(/C=C2\SC(=O)N(CC(=O)Nc3ccccc3F)C2=O)cc(Cl)c1O	-6	-3	2.0	1.9	-151	/	-2	0	-0.5
O=C(CCCSc1nc2ccccc2s1)NCc1ccc2c(c1)OCO2	-3	4	-5.2	1.5	-6	1	0	-2	/
Cc1c(C(=O)N2CCOCC2)oc2ccc(S(=O)(=O)N3CCCCCC3)cc12	-2	9	-2.9	-0.8	5	-4	-10	-4	-0.8
COc1ccc(/C=C/C(=O)OCC(=O)NC2CCS(=O)(=O)C2)cc1 (stereo not given)	-2	-5	-0.8	/	4	-4	5	14	-0.2
O=C(C(c1ccccc1)N1CCOCC1)N1CCOCC1 (stereo not given)	4	7	0.0	2.0	-3	-14	1	1	/
Cc1ccc(Nc2cccc(C(F)(F)F)c2)nn1	5	1	-4.1	-3.0	-1	0	0	2	/
CC1(C)Oc2ccc(C(=O)NC3CCCC3)cc2N(CC(=O)NC2CCCCC2)C1=O	12	3	-0.3	-1.1	8	-9	1	4	-0.7
COC(=O)c1ccc(C2C(Oc3ccc(OC)cc3)C(=O)N2CCc2ccc(F)cc2)cc1 (stereo not given)	-3	-2	-0.5	-2.4	-1	-4	18	7	/
O=C(COC(=O)c1ccc(F)cc1)NCCCc1ccccc1	-4	-4	-0.5	3.9	-4	-3	-1	3	-0.2
CCOC(=O)C(NC(=O)CC(C)C)(Nc1sc(C)c(CC)c1C#N)C(F)(F)F (stereo not given)	-13	4	-1.8	1.6	-4	-3	1	3	/
C=CCOC(=O)C1=C(C)NC(=O)NC1c1ccc(N(C)C)cc1 (stereo not given)	-6	5	0.7	3.2	5	/	1	2	0.9
Cc1ccc(C(=O)NCC(=O)NCc2ccccc2F)s1	4	4	-0.2	-0.3	1	/	-1	5	-0.5
Next section:
SMILES	Rv3671c inh	PrPC surface inh	FadD28 FP inh	UGM FP inh	MazF activator	BoNT F protease	FBA Mtb inh	GDH-TPI inh	BioA inh
O=C(Oc1ccccc1Cl)c1ccc(N2CCOCC2)c([N+](=O)[O-])c1	-1	-3	-4.0	/	-13	-3	-3	7	/
COCCOC(=O)c1c(NC(=O)CN2CCc3ccccc32)sc(C(N)=O)c1C	-6	3	0.1	-5.5	-1	-4	-1	10	-0.8
O=C1C(Cl)=C(N2CCCCCC2)C(=O)N1c1ccc(Cl)cc1	4	-4	-1.0	-1.1	-59	-7	-3	-4	-0.8
COc1cc(/C=N/NC(N)=O)ccc1OCC(=O)Nc1ccc(C)c(C)c1	3	10	-0.5	-0.9	3	7	-1	20	-2.8
O=C(Nc1ccc2c(c1)C(=O)NC2=O)c1ccc(S(=O)(=O)N2CCCC2)cc1	-36	-5	-5.5	0.9	-1	-4	15	-5	1.9
Cc1ccccc1C(=O)N1CCC(C(=O)NN2C(=O)NC3(CCCCC3)C2=O)CC1	-8	-7	-1.6	-0.2	8	10	3	5	-0.4
COc1ccc(CCCc2nnc(SCc3nc4ccccc4c(=O)[nH]3)n2C)c(C)c1	-1	-6	-6.5	2.0	-1	-1	-2	1	/
COc1c(O)cnn(-c2ccccc2)c1=O	3	-3	-2.7	0.9	10	/	1	3	/
CCOc1ccc(N/C(=N/c2nc(C)cc(C)n2)NC(=O)CC)cc1	1	11	-2.5	-1.2	9	?	-1	0	/
CC1=C(C)/C(=N\OC(=O)/C=C/c2ccccc2)C=CC1=O	2	-9	-1.9	-1.4	3	0	-1	7	-0.5
Cc1cccc2cc(CN(Cc3cccnc3)C(=O)c3ccccc3F)c(Cl)nc12	-1	-8	-0.3	-0.6	-1	2	1	4	1.0
O=c1c(-c2ccc3c(c2)OCCO3)coc2cc(OC3OC(CO)C(O)C(O)C3O)ccc12 (stereo not given)	-4	7	-4.5	2.3	1	-3	-1	-1	0.3

Shown with two lines to a compound: 14 of the compounds above.
Sequence of screens: Rv3671c inh	PrPC surface inh	FadD28 FP inh	UGM FP inh	MazF activator	BoNT F protease	FBA Mtb inh	GDH-TPI inh	BioA inh
- C=CCOC(=O)C1=C(C)NC(=O)NC1c1ccc(N(C)C)cc1 (stereo not given)
    -6	5	0.7	3.2	5	/	1	2	0.9
- Cc1ccc(C(=O)NCC(=O)NCc2ccccc2F)s1
    4	4	-0.2	-0.3	1	/	-1	5	-0.5
- O=C(Oc1ccccc1Cl)c1ccc(N2CCOCC2)c([N+](=O)[O-])c1
    -1	-3	-4.0	/	-13	-3	-3	7	/
- COCCOC(=O)c1c(NC(=O)CN2CCc3ccccc32)sc(C(N)=O)c1C
    -6	3	0.1	-5.5	-1	-4	-1	10	-0.8
- O=C1C(Cl)=C(N2CCCCCC2)C(=O)N1c1ccc(Cl)cc1
    4	-4	-1.0	-1.1	-59	-7	-3	-4	-0.8
- COc1cc(/C=N/NC(N)=O)ccc1OCC(=O)Nc1ccc(C)c(C)c1
    3	10	-0.5	-0.9	3	7	-1	20	-2.8
- O=C(Nc1ccc2c(c1)C(=O)NC2=O)c1ccc(S(=O)(=O)N2CCCC2)cc1
    -36	-5	-5.5	0.9	-1	-4	15	-5	1.9
- Cc1ccccc1C(=O)N1CCC(C(=O)NN2C(=O)NC3(CCCCC3)C2=O)CC1
    -8	-7	-1.6	-0.2	8	10	3	5	-0.4
- COc1ccc(CCCc2nnc(SCc3nc4ccccc4c(=O)[nH]3)n2C)c(C)c1
    -1	-6	-6.5	2.0	-1	-1	-2	1	/
- COc1c(O)cnn(-c2ccccc2)c1=O
    3	-3	-2.7	0.9	10	/	1	3	/
- CCOc1ccc(N/C(=N/c2nc(C)cc(C)n2)NC(=O)CC)cc1
    1	11	-2.5	-1.2	9	?	-1	0	/
- CC1=C(C)/C(=N\OC(=O)/C=C/c2ccccc2)C=CC1=O
    2	-9	-1.9	-1.4	3	0	-1	7	-0.5
- Cc1cccc2cc(CN(Cc3cccnc3)C(=O)c3ccccc3F)c(Cl)nc12
    -1	-8	-0.3	-0.6	-1	2	1	4	1.0
- O=c1c(-c2ccc3c(c2)OCCO3)coc2cc(OC3OC(CO)C(O)C(O)C3O)ccc12 (stereo not given)
    -4	7	-4.5	2.3	1	-3	-1	-1	0.3
